AmpC inh detg = inhibitors of E. coli AmpC beta-lactamase with detergent; Potency, µM (titrated, usually from 114 µM), without a hit: at the top dose activity change, negative = inhibition, most hits filed as inhibitors; AmpC hydrolysis of nitrocefin, absorbance 480 nm, 0.01% Triton; 370,000 compounds, 0.041% hits; AID 485294; P00811;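 also: potency is read from the fitted curve at half-maximal effect; 0% = no-compound wells and -100% = no-enzyme wells; nearly all actives have a fitted effect of over 25% in size; some results filed as inactive show a strong effect at the top dose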
Target sequence (P00811 whole entry, looked up): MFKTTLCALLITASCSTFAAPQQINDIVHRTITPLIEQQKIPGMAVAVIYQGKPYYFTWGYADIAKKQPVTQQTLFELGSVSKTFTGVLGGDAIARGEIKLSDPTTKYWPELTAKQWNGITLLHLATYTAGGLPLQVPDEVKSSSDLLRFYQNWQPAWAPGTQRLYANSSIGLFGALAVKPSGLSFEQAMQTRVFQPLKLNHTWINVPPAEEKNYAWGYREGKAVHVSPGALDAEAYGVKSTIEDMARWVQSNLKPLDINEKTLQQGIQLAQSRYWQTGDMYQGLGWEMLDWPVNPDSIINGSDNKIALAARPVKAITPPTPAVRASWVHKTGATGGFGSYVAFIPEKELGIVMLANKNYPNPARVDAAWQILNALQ
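AmpC (5.3 nM in the dispensed reagent) in 20 mM phosphate pH 7.0 with 0.01% (detergent screen) or 0.0001% Triton X-100 was preincubated with compounds for 15 min at room temperature. Nitrocefin was then added from an 800 uM solution, and hydrolysis was followed at 480 nm.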
Giardia FBPA inh = Giardia lamblia aldolase inhibition; A8B2U2; purified Giardia FBPA; Potency, µM (doses to about 59.6 µM), inactives show at the highest dose activity, negative = inhibition, most hits filed as inhibitors; 290,000 compounds, 0.71% hits; AID 2451; also: potency is read from the fitted curve at half-maximal effect; nearly all actives have a fitted effect of over 55% in size
Target sequence (A8B2U2 whole entry, looked up): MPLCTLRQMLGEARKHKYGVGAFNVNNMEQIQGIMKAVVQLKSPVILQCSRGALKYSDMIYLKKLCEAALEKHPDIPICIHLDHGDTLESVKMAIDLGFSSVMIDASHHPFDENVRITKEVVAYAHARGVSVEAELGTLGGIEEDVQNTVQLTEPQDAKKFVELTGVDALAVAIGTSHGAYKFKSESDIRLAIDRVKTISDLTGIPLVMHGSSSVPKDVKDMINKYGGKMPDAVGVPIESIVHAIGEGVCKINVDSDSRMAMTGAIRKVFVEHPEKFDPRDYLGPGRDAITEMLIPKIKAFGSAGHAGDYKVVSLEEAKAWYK
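Giardia FBPA (40 nM reagent) was preincubated 10 min at RT with compound (up to 57.5 uM final), then substrate plus GAPDH/TPI/NAD/arsenate coupling system with diaphorase/resazurin was added; resorufin fluorescence (525/598 nm) was read after 20 min.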
Sm TGR inh = blocks Schistosoma mansoni thioredoxin glutathione reductase; purified TGR, DTNB reduction, TNB absorbance 405 nm; Potency, µM (doses to about 114 µM), for the others: top-dose activity change, negative = inhibition, usual class: inhibitors; Q962Y6; 360,000 compounds, 3% hits; also: potency is read from the fitted curve at half-maximal effect; nearly all actives have a fitted effect of over 60% in size
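First, TGR (20 nM dispensed) and NADPH were mixed with compound. Second, a 15 min room-temperature incubation followed. Third, further NADPH and then DTNB were added to start the reaction. Finally, TNB absorbance was monitored kinetically.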
HCMV inh = human cytomegalovirus inhibition; 410,000 compounds, 4.5% hits; HFF cells, HCMV-luciferase reporter, 72 h; active compounds read low; activity change, negative = inhibition, % at 57.5 µM; in the data active = activity change below about -60%; inconclusive = no clear call, values can overlap the other calls; inactive = above about -39%
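Two compound doses tested in HFFs infected with HCMV-luciferase, MOI 1 PFU/cell, 72 h at 37C. Lysate luminescence read with OneGlo; data normalized against buffer-only and 10uM Salinomycin inhibitor controls.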
AMA1 RON2 block = AMA1-RON2 (P. falciparum) interaction inhibition. Potency, µM (top dose mostly 58.2 µM), for the others: at the top dose activity change, negative = inhibition, hits mostly inhibitors. 360,000 compounds, 0.2% hits. AlphaScreen AMA1-biotinylated RON2 peptide binding;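 also: potency is read from the fitted curve at half-maximal effect; 0% = vehicle wells and -100% = peptide control; nearly all actives have a fitted effect of over 45% in size; some results filed as inactive show a strong effect at the top dose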
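AMA1 (3D7) with his tag at 25 nM final met compounds first, then biotinylated RON2 peptide at 25 nM; detection used donor plus acceptor beads, 10 µg/mL apiece, read by AlphaScreen after 30 min at room temperature.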
HCV inhibitor = blocks hepatitis C virus; Huh7.5.1 HCVcc-Cre infection, luciferase reporter, 44 h; Potency, µM (titrated, usually from 41.8 µM), inactives show at the top dose activity change, negative = inhibition, actives largely listed as inhibitors; 340,000 compounds, 3.4% hits; AID 651820; also: potency is read from the fitted curve at half-maximal effect
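Seed cells (1,000/well) for 4 h; treat with compound and infect with HCVcc-Cre, moi about 0.5. Incubate 44 h, then detect luciferase activity.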
* hit, by the source's call; ? = inconclusive; nt = not tested or not shown; [ ] = another dose, or the depositor's remark. Unless noted, calls follow the shape of the dose curve; as a rule, active = well fitted curve in the direction sought with a large enough effect; inconclusive = small, poorly fitted or top-dose-only effect, or another doubt; inactive = no such curve, though single readings can be large; an effect the other way counts as inactive or inconclusive. Unless noted, % is scaled to controls: 0 for no effect and ±100 for the full control effect. The order is random; 9.3% or so of the library scored in one or more.

Start of the data: the first two records, to show the layout:
SMILES | AmpC inh detg | Giardia FBPA inh | Sm TGR inh | HCMV inh | AMA1 RON2 block | HCV inhibitor
O=C(CN(C(=O)CSc1nnc(COc2ccccc2)o1)c1ccc(F)cc1)NC1CCCCC1 | -8% | -1% | -2% | -15 | -3% | ?
CCN1CCN(c2nnc(-c3ccc(F)cc3)c3ccccc23)CC1 | -7% | 1% | 2% | 13 | 10% | 2.8µM*

Main list, from the start:
SMILES | AmpC inh detg | Giardia FBPA inh | Sm TGR inh | HCMV inh | AMA1 RON2 block | HCV inhibitor
O=C(CN(C(=O)CSc1nnc(COc2ccccc2)o1)c1ccc(F)cc1)NC1CCCCC1 | -8% | -1% | -2% | -15 | -3% | ?
CCN1CCN(c2nnc(-c3ccc(F)cc3)c3ccccc23)CC1 | -7% | 1% | 2% | 13 | 10% | 2.8µM*
Cc1nn(C(=O)COc2ccccc2Br)c(C)c1Sc1ccccc1 | -7% | nt | 0% | 11 | nt | nt
Cc1cc(Cl)c2oc(C(=O)N(C)C3CCOC3)c(C)c2c1 (configuration not stated) | -11% | -3% | 11% | 62 | 0% | ?
CC1CCC(N2CCN(c3ccc([N+](=O)[O-])cc3)CC2)CC1 (configuration not stated) | 0% | -18% | 0% | 36 | ? | -5%
COc1ccc2cc3cc(C(=O)N4CCN(c5cccc(Cl)c5)CC4)sc3nc2c1 | 15% | nt | 0% | 3 | nt | nt
COc1ccc(NC(=O)Nc2c[nH]c(=O)[nH]c2=O)c(OC)c1 | 2% | nt | 6% | 1 | nt | nt
Clc1ccc(OCc2nn[nH]n2)cc1 | -18% | ? | -5% | -22 | -1% | -2%
CCC(C)NCCOc1cc(C)cc(C)c1C (configuration not stated) | 2% | 16µM* | nt | 19 | -7% | -7%
CN(C)S(=O)(=O)N1CCN(C(=O)c2ccccc2)CC1 | ? | 4% | -2% | -2 | 5% | 10%
COc1ccc(OC(C)C(=O)NC2CCCCCCC2)cc1 (configuration not stated) | nt | nt | nt | 3 | 0% | -28%
CC(/C=N/NC(=O)c1cc(-c2ccncc2)nc2ccccc12)=C\c1ccco1 | -7% | ? | -18% | nt | 65%[activator] | nt
Cc1cc(NS(=O)(=O)c2c(C(=O)N3CCOCC3)c(C)n(C)c2C)ccc1Br | -4% | 0% | -13% | 10 | -6% | 10%
CO/N=C/C(C#N)=C/c1ccc(OC)cc1 | 2% | 0% | 2% | -28 | -2% | 6%
O=C(CCc1nc2sc3c(c2c(=O)[nH]1)CCCC3)NCCc1ccc(F)cc1 | -2% | -5% | -19% | -32 | 4% | -30%
CCCCn1c(N)c(N(CC(C)C)C(=O)c2cc3c(s2)CCC3)c(=O)[nH]c1=O | 0% | nt | -6% | nt | 1% | ?
CC(=O)N1CCN(c2ccc(NC(=S)NC(=O)c3ccccc3)cc2)CC1 | -2% | -21% | -15% | -25 | -3% | -4%
COC(=O)C1=C(c2ccc(OC(F)(F)F)cc2)C[C@@H]2CC[C@H]1N2C(=O)NCCCOC(C)C | -1% | nt | 2% | -35 | 5% | -2%
Cc1ccc(S(=O)(=O)N2CCCC2CNC(=O)c2ccccc2)cc1 (configuration not stated) | -2% | nt | -2% | -8 | -11% | 5%
O=C1CCN(C(=O)c2ccc(Cl)cc2)N1 | 0% | ? | -1% | -16 | 29% | 5%
Cc1ccc(CNC(=O)C(=O)NCC2OCCN2S(=O)(=O)c2ccc(Br)cc2)cc1 (configuration not stated) | 1% | nt | -11% | ? | -13% | nt
COC(=O)c1ccc(N/N=C/c2cc([N+](=O)[O-])cc(OC)c2O)cc1 | 1% | 3% | 17% | 7 | 4% | 16%
Cc1ccc(S(=O)(=O)Cc2ccc(C(=O)OCc3ccccc3)cc2)cc1 | -1% | 2% | -5% | 9 | 9% | 13%
O=C(NC1=NCCS1)c1ccc2c(c1)C(=O)N(Cc1ccco1)C2=O | -2% | -4% | -1% | 10 | 12% | 16%
Cc1ccc(C2c3[nH]c4ccccc4c3CCN2C(=O)c2ccc(N(C)C)cc2)cc1 (configuration not stated) | 20% | nt | 4% | 64 | nt | nt
CCCc1cc(=O)oc2cc(OCC(=O)N3CCOCC3)c(Cl)cc12 | -3% | 20% | -1% | 15 | -4% | 1%
CCOc1ccccc1NC(=O)c1cccc2c1C(=O)N(CCOC)C2 | ? | -8% | -5% | 1 | -2% | -17%
CCOC(=O)C1CCN(C(=O)CCNS(=O)(=O)c2cc(Br)cnc2N)CC1 | 2% | nt | 2% | -16 | -2% | 12%
CC(=O)NN1C(=O)/C(=C\c2ccc(Br)o2)SC1=S | -3% | ? | 25µM* | 59 | 3% | -28%
CCOC(=O)c1c(C)[nH]c(C(C)=NNC(=O)c2cccs2)c1C | nt | nt | nt | -26 | 47%[activator] | ?

3 compounds drawn at random from those above:
SMILES | AmpC inh detg | Giardia FBPA inh | Sm TGR inh | HCMV inh | AMA1 RON2 block | HCV inhibitor
Cc1ccc(S(=O)(=O)Cc2ccc(C(=O)OCc3ccccc3)cc2)cc1 | -1% | 2% | -5% | 9 | 9% | 13%
CCC(C)NCCOc1cc(C)cc(C)c1C (configuration not stated) | 2% | 16µM* | nt | 19 | -7% | -7%
O=C(CCc1nc2sc3c(c2c(=O)[nH]1)CCCC3)NCCc1ccc(F)cc1 | -2% | -5% | -19% | -32 | 4% | -30%

Continued:
SMILES | AmpC inh detg | Giardia FBPA inh | Sm TGR inh | HCMV inh | AMA1 RON2 block | HCV inhibitor
CCN(CC)CCCNC(=O)Cn1nc([N+](=O)[O-])c(Cl)c1C | 6% | 3% | 5% | -10 | -1% | 13%
CCN(CC)CCn1c(=N)n(CCO)c2ccccc21 | ? | 0% | 5% | 17 | 4% | 0%
CC(C)CC(OC(=O)c1cccs1)C(=O)NCC1CCCO1 (configuration not stated) | ? | 4% | -28% | 22 | 6% | ?
O=C(c1ccccc1Cl)N1CCN(C(=O)C2CCCO2)CC1 (configuration not stated) | ? | nt | -3% | -28 | 9% | 0%
CN(C)c1cccc(C(=O)NN2C(=O)NC3(CCCCC3)C2=O)c1 | ? | nt | 2% | 67 | -7% | -21%
Cc1ccc(C(=O)N/C(=C\c2cn(-c3ccccc3)nc2-c2ccccc2)C(=O)N2CCOCC2)cc1 | -10% | 0% | 5% | -3 | 8% | 7%
CC1(C(=O)Nc2ccc3c(c2)OCO3)CC1(Cl)Cl (configuration not stated) | -4% | 7% | -19% | nt | -7% | -3%
O=C(COC(=O)c1cnc(Cl)c(Cl)c1)Nc1ccc(S(=O)(=O)N2CCCC2)cc1 | -3% | 1% | -16% | -5 | -11% | 0%
O=C(NCc1ccc(Cl)cc1)C1CC(O)CN1S(=O)(=O)c1ccc(Cl)cc1 (configuration not stated) | ? | 8% | 4% | -2 | 5% | 11%
Cc1nc2cc(C(F)(F)F)ccc2n1C1CCN(Cc2nnnn2Cc2cccs2)CC1 | 0% | 2% | -1% | 58 | 8% | 9%
C=CCOCC(O)Cn1c(N2CCCC2)nc2c1c(=O)[nH]c(=O)n2C (configuration not stated) | -2% | 0% | -2% | -6 | 9% | 7%
CCOC(=O)C1=C(C)N(C)C(=O)NC1c1c(O)ccc2ccccc12 (configuration not stated) | -14% | -4% | -16% | 46 | 10% | -3%
CC1CCN(C(=O)c2cccc(NC(=O)c3cccs3)c2)CC1 | -15% | 12% | 2% | -24 | -1% | -27%
NC(N)=NC(N)=Nc1ccc(SC(F)(F)F)cc1 | ? | 1% | 6% | -17 | 48%[activator] | 11µM*
Cc1ccc(NC(=O)C2CCCN(C(=O)c3ccc(Cl)cc3)C2)cc1S(=O)(=O)N1CCOCC1 (configuration not stated) | -11% | -1% | 2% | -72* | -11% | 4µM*
C=Cc1ccc(Cn2nc(-c3ccccc3)ccc2=O)cc1 | 0% | 9% | -22% | 3 | 0% | 2%
CC1(C(=O)Nc2cccc(Br)c2)Cc2ccccc2C(=O)O1 (configuration not stated) | 16% | nt | 21% | 1 | nt | nt
O=C(NCc1ccccc1)NC1(C(=O)Nc2ccc3c(c2)OCCO3)CCCCC1 | ? | -2% | 4% | ? | 5% | -27%
O=C(NCc1ccccc1)C(c1cccnc1)N(C(=O)c1ccccn1)c1ccc(F)cc1 (configuration not stated) | 4% | 12% | 1% | -28 | 2% | 22%
CCCOc1ccc(C(=O)NNC(=S)NC(=O)c2cccs2)cc1 | -11% | ? | -1% | ? | 62%[activator] | ?
CCOc1ccc(-c2nnc(-c3ccccc3)n2-c2ccccc2)cc1 | 1% | 1% | -6% | -12 | -5% | -26%
Cc1ccc(S(=O)(=O)N2CCN(S(=O)(=O)c3ccc4c(c3)OCCO4)CC2)cc1 | -5% | 0% | -6% | -3 | 3% | 11%
CCOc1ccc(C(=O)N/N=C/c2c(C)[nH]c(=O)[nH]c2=O)cc1 | 6% | 0% | 14% | 8 | nt | nt
CSc1ccc(S(=O)(=O)NCC(=O)OCC(=O)N2CCC(C)CC2)cc1[N+](=O)[O-] | -5% | nt | -15% | -25 | 1% | 6%
O=c1c2nncn2c2cccnc2n1CCNc1ncc(C(F)(F)F)cc1Cl | -13% | 6% | 5% | 0 | 14% | -2%
CCOC(=O)CC(=O)CSc1ncnc2c1cnn2-c1ccccc1 | -12% | -7% | -2% | 35 | -2% | 19%
O=C(Nc1ccccc1F)NC1CC1 | ? | 6% | 5% | 52 | 6% | -3%
c1ccc(CNc2ncnc3sccc23)cc1 | ? | -4% | -19% | -94* | 1% | 6%
CCc1nc(NCC2CCCO2)c2oc3ccccc3c2n1 (configuration not stated) | -5% | -2% | 0% | -84* | -12% | ?
c1ccc(CNc2ncnc3c2oc2ccccc23)nc1 | -1% | -1% | 3% | 70 | 5% | -5%
CC(C)c1ccc(NC(=S)NC2CCCCCC2)cc1 | -2% | -1% | 12% | 18 | 85%[activator] | -3%
O=c1[nH]c(C2C3CC4CC(C3)CC2C4)nc2ccccc12 (configuration not stated) | -9% | 0% | -14% | 57 | 0% | 7%
COC(=O)c1c(NC(=O)CN2CCN(c3ncccn3)CC2)sc(C(N)=O)c1C | 2% | -8% | 0% | 49 | 51%[activator] | -2%
COc1ccccc1N1CCN(C(=O)c2cc(=O)c3ccc(C)cc3o2)CC1 | -1% | 0% | -6% | 14 | -5% | -13%
COC(=O)CC(NC(=O)CN1CCN(c2ccc(F)cc2)CC1)c1cccc(F)c1 (configuration not stated) | -1% | 4% | 7% | -27 | -1% | -2%
O=C(CN1C(=O)NC(c2ccccc2)(c2ccccc2)C1=O)NC1CCCC1 | 2% | nt | 4% | -15 | -6% | ?
CCc1cc(S(=O)(=O)N2CCN(C(=O)c3ccco3)CC2)ccc1OC | 1% | 12% | -4% | -16 | -3% | 6%
O=C1NC2(CCCCCC2)C(=O)N1Cc1ccccc1Cl | -4% | 4% | 18% | -22 | 26% | 14%
CSC(=NCc1ccco1)NC#N | 5% | 4% | 8% | 21 | 2% | 17%
Cc1cc(=O)n(C)c2ccc(S(=O)(=O)N3CCOCC3)cc12 | -11% | 1% | -14% | -4 | 0% | 3%
COc1ccc(Br)cc1/C=C/C(=O)c1ccc(NC(C)=O)cc1 | -7% | 8% | -4% | -98* | 2% | ?
CC(=O)Nc1ccc(S(=O)(=O)N2CCn3cccc3C2C)cc1 (configuration not stated) | -3% | nt | 45µM* | 37 | -10% | -6%
COc1ccc(CCN(Cc2ccccn2)C(=S)Nc2ccccc2C)cc1OC | -4% | -12% | 12% | -5 | 37%[activator] | -17%

Compound activity as filed in PubChem.
